PKA-R1A activ = activators of PKA-R1A complex | PKA-R1A dissociation, Cy5-IP20 fluorescence polarization; scaled: DMSO 0%, 113 µM cGMP 100% | activation, % at 11.4 µM | hit rate 0.083% among 340,000;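 active = percent activation above the mean of all tested compounds plus 3 SD, cut at about 19% in these data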;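 note: higher means more PKAc released from R1A so a rise in polarization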
HTR5A inv ag = counter-screen for OPRM1-OPRD1 inverse agonists: human HTR5A inverse agonism; HTR5A cell line, luminescence; inhibition, % at 9.3 µM; hit rate 0.083% among 340,000; in the data active = inhibition mostly above about 23%, no sharp cut-off; inactive = mostly below about 18%;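 note: 0% = cells with DMSO and 100% = no-cell wells with DMSO; some compounds called inactive have numbers as strong as hits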
Mot1-301 SUMO = inhibitors of SUMOylation pathway: yeast Mot1-301 growth rescue; hit rate 1% among 320,000; S. cerevisiae Mot1-301 growth rescue, ATP luminescence, 38.5C; percent above DMSO median, 100 means doubled; growth rescue, % at 18.8 µM;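 active = every valid replicate shows activation above 250% relative to neutral control wells; inactive = the rest, any valid replicate at or below 250%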;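 note: OY570 slx delta 5 strain wells were the positive control but not used for scaling; some compounds called inactive have numbers as strong as hits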
MOR-DOR inv ag = inverse agonists of human mu-delta opioid receptor heterodimerization; P35372+P41143; cell-based MOR-DOR heterodimer luminescence, inverse agonism; inhibition, % at 9.3 µM; hit rate 0.21% among 340,000; AID 504357; in the data active = inhibition above about 22%, passing the limit was not always enough;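 note: 0% = cells with DMSO and 100% = wells without cells with DMSO; values of inactives mirror those of a sister screen read the other way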
Ecoli viability = reduces bacterial viability in AddAB counter-screen | hit rate 0.27% among 330,000 | inhibition, % at 11.9 µM | AID 449728 | E. coli V3065 growth, OD600 absorbance, 18 h;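 active = inhibition above the campaign's mean inhibition across all tested compounds plus 3 SD, cut at about 9.9% in these data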;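 note: uninfected addAB+ strain grown without phage in ampicillin broth; 0% = DMSO wells and 100% = ciprofloxacin 0.95 µg/ml wells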
HTR5A ag = HTR5A agonism, opioid heterodimer counter-screen. HTR5A agonist assay, luminescence, cell-based. activation, % at 9.3 µM. AID 504692. P47898. hit rate 0.61% among 340,000; in the data active = activation mostly above about 9.5%, no sharp cut-off; inactive = mostly below about 7.6%;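 note: 0% = cells with vehicle only and 100% = reference agonist; strong numbers were not always called active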
PfHsp90 set2 = growth inhibition of yeast expressing Plasmodium Hsp90. S. cerevisiae expressing PfHsp90, BacTiter-Glo ATP, 48 h; yeast lacking PDR1 and PDR3 efflux regulators. inhibition, % at 9.4 µM. hit rate 0.32% among 310,000. AID 504621;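 active = every replicate shows inhibition above about 80%, whatever the replicate mean, limit read from the data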;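 note: 0% = DMSO neutral controls and 100% = 20 µM radicicol positive controls; yeast relying on Plasmodium falciparum Hsp90 in place of its own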
OPRM1-OPRD1 ag = OPRM1-OPRD1 heterodimerization agonism | cells, luminescence | activation, % at 9.3 µM | hit rate 0.3% among 340,000; in the data active = activation above about 18%;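 note: 0% = vehicle-treated cells and 100% = reference agonist; values of inactives mirror those of a sister screen read the other way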
phage Ecoli inh = E. coli growth loss with phage present; growth absorbance; hit rate 0.26% among 360,000; AID 651602; inhibition, % at 11.9 µM; in the data active = inhibition above about 11%
AddAB inh = less growth of phage-infected E. coli with AddAB; E. coli expressing H. pylori AddAB, absorbance growth; inhibition, % at 11.9 µM; hit rate 0.29% among 330,000; AID 435030; in the data active = inhibition above about 12%;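 note: 0% = vehicle wells of infected cells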
DSG3 Ab inh = blocks pemphigus antibody binding to human desmoglein-3 | P32926 | DSG3-coupled beads, scFv-anti-DSG3-GFP binding, flow cytometry; stronger effect = lower value | binding (percent of control), % at 10 µM | hit rate 0.48% among 310,000;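 active = binding more than 3 SD below its plate's average and above zero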; note: some compounds called inactive have numbers as strong as hits
Target sequence (P32926 whole entry, looked up): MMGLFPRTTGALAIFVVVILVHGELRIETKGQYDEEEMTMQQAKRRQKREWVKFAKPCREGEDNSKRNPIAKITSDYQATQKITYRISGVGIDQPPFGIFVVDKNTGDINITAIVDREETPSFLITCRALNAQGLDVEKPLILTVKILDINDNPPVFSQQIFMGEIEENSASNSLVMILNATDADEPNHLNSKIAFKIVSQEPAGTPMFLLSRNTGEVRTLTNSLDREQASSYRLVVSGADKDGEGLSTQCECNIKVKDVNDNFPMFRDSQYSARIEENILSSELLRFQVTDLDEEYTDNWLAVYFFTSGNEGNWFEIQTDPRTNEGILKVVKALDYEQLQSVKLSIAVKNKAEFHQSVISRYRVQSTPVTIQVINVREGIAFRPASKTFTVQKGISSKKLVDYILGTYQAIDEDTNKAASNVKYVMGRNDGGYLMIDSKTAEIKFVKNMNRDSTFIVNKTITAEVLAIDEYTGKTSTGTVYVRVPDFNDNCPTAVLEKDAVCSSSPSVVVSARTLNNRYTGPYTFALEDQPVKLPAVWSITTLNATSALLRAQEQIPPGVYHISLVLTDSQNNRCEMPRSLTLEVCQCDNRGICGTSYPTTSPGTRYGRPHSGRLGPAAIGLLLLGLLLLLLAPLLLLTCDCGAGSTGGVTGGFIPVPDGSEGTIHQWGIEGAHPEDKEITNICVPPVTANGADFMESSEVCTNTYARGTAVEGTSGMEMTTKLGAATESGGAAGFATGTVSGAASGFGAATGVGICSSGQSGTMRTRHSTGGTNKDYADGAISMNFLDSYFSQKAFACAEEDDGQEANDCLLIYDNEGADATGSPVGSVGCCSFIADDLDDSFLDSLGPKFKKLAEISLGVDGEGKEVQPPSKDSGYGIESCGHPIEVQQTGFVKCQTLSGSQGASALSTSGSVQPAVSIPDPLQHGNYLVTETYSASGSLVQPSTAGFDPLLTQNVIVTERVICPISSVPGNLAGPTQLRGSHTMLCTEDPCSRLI
Active calls of the source: *; nt = no result given; & = joins results of further samples. Rows were taken by chance; about 3.2% have a hit in one of these screens.

SMILES	PKA-R1A activ	HTR5A inv ag	Mot1-301 SUMO	MOR-DOR inv ag	Ecoli viability	HTR5A ag	PfHsp90 set2	OPRM1-OPRD1 ag	phage Ecoli inh	AddAB inh	DSG3 Ab inh
CCOC(=O)C1=C(C)NC(C)=C(C(=O)OCC)C1c1ccccn1	0&-1	16	214	5	1.0	5	12	-0.8	2.0&-0.2	2.3	106&92
Cc1ccc(-c2cc(C(=O)NCCc3ccc(S(N)(=O)=O)cc3)c3ccccc3n2)cc1	-12	0	-9	16	-1.5	0	17	-3.2	4.2	-0.7	91
N/C(=N\OC(=O)COc1ccc(Cl)cc1Br)c1ccncc1	0	5	nt	-3	nt	-2	4	0.6	4.2	nt	97
O=C(NC12CC3CC(CC(C3)C1)C2)c1ccc(S(=O)(=O)N2CCOCC2)cc1	-4	-8	-7	-8	1.1	5	4	1.8	3.9	2.7	103
COc1ccc(CCN(/C=C2\Sc3ccccc3C2=O)C(C)=O)cc1OC	nt	nt	-28	nt	0.3	nt	nt	nt	3.3	0.7	107
CCOC(=O)COn1c(=O)c(=O)n(O)c2ccccc21	-3	-18	-3	-1	-2.5	6	44	0.2	1.9	1.6	103
CCOc1ccc(/C=N/N2C(C)CCCC2C)cc1OC (stereo unspecified)	4	13	-3	14	-1.6	-3	3	-2.4	-1.4	-0.9	89
C=CCSc1nc(C)c(CCC(C)C)c(=O)[nH]1	-8	25	nt	-21	2.1	4	23	4.2	2.2	-0.5	105
O=C1c2ccccc2-c2onc3ccc(Oc4ccccc4)c1c23	6	16	-12	-71	1.9	-6	-170	13	0.8	1.1	86
CC(C)CCn1c(=O)[nH]c2ccccc21	-3	4	nt	-6	1.2	3	12	1.1	0.1	2.0	143
O=C(COc1ccc2ccccc2c1)Nc1ccc2c3c(cccc13)CC2	5	-28	-2	-18	-1.1	11	-10	3.5	3.6	-2.7	98
OC(CNCc1ccccc1)(c1ccccc1)c1ccccc1	-6	-2	-11	-22	-0.2	0	-3	4.6	2.2	-0.4	104
O=C1CSC(c2ccc([N+](=O)[O-])cc2)N1Cc1ccccc1 (stereo unspecified)	1	-1	34	-17	nt	0	-29	3.6	2.4	nt	114
COc1ccccc1NS(=O)(=O)c1cccc(C(=O)OCc2nc3ccccc3s2)c1	-2	1	9	-4	0.6	3	-12	0.7	3.4	-1.2	93
Cc1[nH]c2ccccc2c1C(=O)CN1CCSCC1	1	-13	-20	4	-0.1	5	13	-0.7	2.9	2.3	102
CC(C)(C)C(=O)N1CCN(c2ncccc2C(F)(F)F)CC1	-12	-8	62	15	-4.5	1	-2	-2.9	1.1	-1.3	111
Cc1cc(C(=O)CSc2nc(N)cc(=O)[nH]2)c(C)n1Cc1ccco1	-20	-5	387	10	-3.2	2	-10	-1.9	-0.8	2.4	91
COc1ccccc1NC(=O)CCCNC(=O)Cn1cnc2sc(C)c(C)c2c1=O	8	0	21	8	-1.4	3	-17	-1.3	2.6	1.9	nt
O=C(COc1ccccc1F)NC12CC3CC(CC(C3)C1)C2	4	7	-13	1	0.0	0	0	-0.1	1.3	0.2	102
Nc1cc(N)nc(SCC(=O)NNC(=O)Cc2ccccc2)n1	-10	-1	nt	7	-0.8	0	nt	-1.5	2.2	0.1	115
COc1ccccc1NC(=O)CCn1cccc1	-2	-26	16	17	-1.3	2	44	-2.8	-0.8	0.6	nt
COc1ccc(-c2cc3nc(C)cc(N)n3n2)cc1	6	-6	-69	17	0.2	1	63	-2.9	1.9	3.8	107
NC(=O)c1cccc(NC(=O)Nc2ccc(Cl)cc2)c1	-7	11	68	5	-2.3	0	6	-1.0	0.0	-0.7	98
Cc1cc(C)cc(NC2=NC3(CCCCC3)N=C(N)N2)c1	1	-14	0	7	-1.6	-1	-14	-1.6	2.5	0.4	nt
COc1ccccc1N1CCN(/N=C\C(Br)=C\c2ccccc2)CC1	-6	11	6	1	0.9	-4	nt	-0.2	2.1	1.0	121
COc1ccc(NC(=O)CC#N)cc1OC	5	2	-9	9	1.5	4	-19	-1.5	1.7	0.5	93
CCN(CC(=O)Nc1cccc(C(C)=O)c1)S(=O)(=O)c1ccc(C)cc1	-6	-9	3	4	-2.6	4	5	-0.8	2.1	2.2	100
NNC(=O)C1c2ccccc2Oc2ccccc21	0	-4	7	10	-4.3	1	1	-1.9	3.2	0.5	93
Cc1cc(C)nc(Nc2cc([N+](=O)[O-])ccc2C)n1	5	4	8	6	-2.4	-2	18	-1.2	0.6	-3.1	104
Cc1ccc(NC(=S)N2CCC(NC(=O)c3ccc(F)cc3)CC2)cc1C	5	-7	5	-15	-0.2	1	-50	2.3	-0.4	2.3	97
COC(=O)c1ccccc1S(=O)(=O)Nc1ccc(OC)nc1	13	-6	-11	0	-3.0	1	13	-0.1	0.5	-1.6	97
Cc1ccc(NC(=O)C(=O)NCCCN2CCCC2=O)cc1	4	3	433*	1	-0.9	-1	nt	-0.1	0.2	3.3	103
O=C(Cn1cnc2ccccc2c1=O)NCCC(=O)Nc1ccc(F)cc1	6	-6	28	5	-1.8	-2	-29	-1.0	-1.2	2.5	102
CCC(C)(C)NC(=O)C(c1ccc(OC)cc1)N(C(=O)CCC(=O)Nc1cc(C)on1)c1ccc(OC)cc1OC (stereo unspecified)	-3	-1	-19	-6	-0.6	0	5	0.8	4.0	0.8	118
Cc1ccc(S(=O)(=O)N2CCC(C(=O)N3CCN(Cc4ccccc4)CC3)CC2)cc1	-14	1	-1	16	-2.6	0	-5	-3.3	2.1	4.5	108
CN1CCN(C(=O)C2=C[C@@H](c3csc4ccccc34)C[C@@H](OCCCCO)O2)CC1	3	-14	-1	15	-0.3	3	14	-2.8	3.3	3.1	101
COc1cc(/C=C(\NC(=O)c2cc(OC)c(OC)c(OC)c2)C(=O)NC(C(=O)O)c2ccccc2)cc(OC)c1OC (stereo unspecified)	-5	-9	-18	9	-0.5	5	8	-1.6	0.8	2.1	nt
O=C(Nc1cc(F)ccc1F)C1CCCN1S(=O)(=O)c1cccc2nsnc12 (stereo unspecified)	-13	-10	268	5	0.4	0	-10	-0.9	4.3	2.0	92
O=C(Nc1cccnc1)c1c(F)c(F)c(F)c(F)c1F	7	-29	-2	10	-1.2	3	-12	-2.0	1.7	-0.7	99
CC(=O)c1ccc(Oc2cc(C)nc(N3CCOCC3)n2)cc1	-8	-8	436*	16	-1.9	3	13	-3.1	0.3	0.4	nt
O=C1/C(=C/c2ccc(Cl)cc2)SC(=S)N1CCC(=O)N1CCCCC1CCO (stereo unspecified)	-11	-7	3	-6	-3.8	7	0	1.1	1.6	1.4	101
COc1cc(C2C(C#N)=C(N)Oc3cc(N(C)C)ccc32)cc2c1OCO2 (stereo unspecified)	-9	15	293	4	1.7	0	-2	-0.8	-0.8	0.8	108
CN(C)/C=C/C(=O)c1ccc(Cl)cc1	2	-4	nt	9	-2.9	-1	-11	-1.9	3.2	0.0	102
Cc1ccc(S(=O)(=O)c2cc3ccccc3oc2=Nc2ccc3c(c2)OCO3)cc1	0	9	-17	2	-0.8	0	1	-0.3	2.2	3.5	98
COc1ccc(CN(Cc2ccccn2)S(=O)(=O)c2ccc(-n3cnnn3)cc2)cc1	-1	-24	-13	12	2.5	-3	3	-2.5	nt	2.9	107
COc1ccccc1CN1C[C@@H]2C[C@@H](c3ccc4nsnc4c3)N3CCC[C@@]23C1=O	6	4	21	15	-1.1	-1	-5	-3.1	2.0	2.4	97
CC1CCN(C(=S)c2cn(Cc3ccccc3F)c3ccccc23)CC1	10	26	18	0	2.6	1	-73	-0.1	-1.0	1.6	100
CCc1ccc(CN2CCC(CO)(CC3CCCCO3)CC2)o1 (stereo unspecified)	-6	-31	-8	8	3.3	4	19	-1.5	0.8	3.3	nt
CC1(C)C(=O)OC(C(=O)c2ccccc2)C2(CCCCC2)C1=O (stereo unspecified)	-9	-7	-4	8	-1.4	2	-7	-1.5	2.9	-2.4	106
Cc1ccc([N+](=O)[O-])cc1NC(=S)NC(=O)c1c(Cl)cnn1C	-5	13	nt	11	nt	-6	-3	-2.2	2.8	nt	102
O=C(CCn1c2c(c3ccccc31)CCCC2)NNC(=O)c1ccc([N+](=O)[O-])cc1	3	27	23	-17	-0.5	3	-25	3.5	3.0	4.2	109
COc1ccc(C(=O)NCc2nnc(SCC(=O)Nc3nnc(C)s3)o2)cc1OC	-2	3	-1	-1	-1.5	1	14	0.2	0.9	1.0	93
CC(=O)Nc1ccc(CCc2nc3ccccc3[nH]2)cc1	-3	-1	-4	9	0.6	0	5	-1.9	2.4	2.0	119
O=[N+]([O-])c1ccc(NC(=S)N2CCN(c3ccc(F)cc3)CC2)cc1	-5	-13	32	-23	2.4	5	1	4.8	4.5	3.3	101
COc1ccc(C(=O)O)cc1NC(=S)NC(=O)CSc1ccc(Cl)cc1	-4	-8	2	9	1.9	-1	-4	-1.3	0.6	1.6	102
CCCNC(=O)c1cc2cc([N+](=O)[O-])ccc2s1	-2	-21	15	6	2.0	6	-8	-1.3	1.5	1.7	99
CCCCc1cc(=O)oc2cc(OCC(=O)NCC3CCC(C(=O)O)CC3)ccc12 (stereo unspecified)	1	-5	-7	8	-2.2	-1	-5	-1.6	3.5	2.4	97
CC(NC(=O)CNC(=O)c1sc2ccccc2c1Cl)c1ccc(S(N)(=O)=O)cc1 (stereo unspecified)	0	0	-9	-2	1.9	1	nt	0.2	-0.4	2.7	112
O=C(CN1CCC(O)(c2ccccc2)CC1)Nc1ccc2c(c1)OCCO2	5	-22	-23	3	1.4	3	34	-0.7	4.9	3.7	nt
O=C(NCC1CCCO1)c1nn2c(C(F)(F)F)cc(-c3cccs3)nc2c1Cl (stereo unspecified)	2	-14	10	11	-0.2	-3	23	-1.8	-1.4	1.5	nt

The results go on:
SMILES	PKA-R1A activ	HTR5A inv ag	Mot1-301 SUMO	MOR-DOR inv ag	Ecoli viability	HTR5A ag	PfHsp90 set2	OPRM1-OPRD1 ag	phage Ecoli inh	AddAB inh	DSG3 Ab inh
CCOc1ccc2[nH]cc(C(=O)O)c(=O)c2c1	0	-12	-16	-8	-4.3	5	nt	1.4	3.0	-2.3	100
COC(=O)c1cc2c(n(Cc3ccccc3)c1=O)CCCC2=O	-5	-15	nt	4	nt	4	-11	-0.9	1.8	nt	101
Cc1ccc2nc(N3C(=O)C(O)=C(C(=O)c4ccc(C)o4)C3c3ccco3)sc2c1 (stereo unspecified)	-1	1	190	3	1.8	0	15	-0.6	-0.1	2.5	103
CN(CCOc1ccccc1)CC(=O)Nc1cccc(C#N)c1	7	-4	80	10	-0.8	-1	-43	-1.6	1.2	2.9	95
COc1ccccc1N1C(=O)CC(N2CCN(c3ccc(F)cc3)CC2)C1=O (stereo unspecified)	-6	-23	-14	9	-1.2	6	3	-2.0	2.8	-0.8	111
COc1ccccc1CNC(=O)COC(=O)c1cc(C)oc1C	-4	-14	1	7	1.4	5	-24	-1.5	1.7	3.5	96
